# DNA FID counter = compounds displacing fluorescent DNA intercalator, primary screen, artefact control for HCV NS3 helicase inhibitor project, biochemical, FID fluorescence; DNA fluorescent intercalator displacement; inhibition, % at 7.9 µM; actives 0.17% (n = 290,000); in the data active = inhibition above about 37%;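 note: 0% = vehicle and 100% = reference compound; higher means more ethidium bromide displaced from hairpin DNA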
# MEKK2 WT-MEK5 = modulators of MEK5 binding to wildtype MEKK2, primary screen, biochemical, multiplex bead flow cytometry, Alexa488-MEK5 | Alexa488-MEK5 binding to MEKK2 WT; actives lie on both sides | actives 1.1% (n = 290,000) | binding response (% of control), % at 10 µM | Mitogen-activated protein kinase kinase kinase 2 (Homo sapiens), Q9Y2U5; in the data active = binding response below about 67% or above about 130%
# PfM18AAP inh = PfM18AAP inhibitors, malaria aminopeptidase, primary screen, biochemical, QFRET, recombinant enzyme | M18 aspartyl aminopeptidase (Plasmodium falciparum 3D7) | H-Glu-NHMec fluorogenic cleavage | inhibition, % at 7.35 µM | actives 1.2% (n = 290,000) | AID 1822, 2009;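 active = inhibition above the campaign mean inhibition over all tested compounds plus 3 SD, cut at about 28% in these data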;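 note: 0% = plate median of test compound wells and 100% = 2 mM ZnCl2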
# VIM-2 inh = VIM-2 metallo-beta-lactamase inhibitors, primary screen, biochemical, epi-absorbance readout, Pseudomonas aeruginosa enzyme. inhibition, % at 5.6 µM. actives 0.89% (n = 290,000). purified VIM-2, nitrocefin hydrolysis, epi-absorbance fluorescence;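 active = inhibition above the mean of all tested compounds plus 3 SD, cutoff set per screening run, cut at about 7.5% in these data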;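 note: red hydrolysis product quenches plate fluorescence so inhibitors raise well fluorescence; 0% = enzyme with DMSO and 100% = DMSO without enzyme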
# NALP1 inh = NALP1 inflammasome inhibitors in reconstituted yeast, colorimetric, S. cerevisiae, triplicate retest | inhibition, % at 10 µM | actives 0.61% (n = 280,000) | S. cerevisiae NALP1/ASC/caspase-1 growth, X-gal OD620, 72 h; in the data active = inhibition mostly above about 24%, no sharp cut-off; inactive = mostly below about 32%; note: some compounds called inactive have numbers as strong as hits
# IMP-1 inh = IMP-1 metallo-beta-lactamase inhibitors, primary screen, biochemical, epi-absorbance readout, Pseudomonas aeruginosa enzyme; inhibition, % at 5.6 µM; metallo-beta-lactamase IMP-1 (Pseudomonas aeruginosa); actives 0.45% (n = 290,000); purified IMP-1, nitrocefin hydrolysis, epi-absorbance fluorescence;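 active = inhibition above the mean plus 3 SD of all compounds in the same screening run, cut at about 4.5% in these data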;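 note: 0% = IMP-1 with DMSO and 100% = DMSO wells lacking enzyme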
#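 System – purified recombinant IMP-1 beta-lactamase · Input – IMP-1 dispensed at 0.2 nM · Timing – 15 min preincubation plus 25 min reaction at 25 °C · Signal – Epi-absorbance fluorescence, 480 nm excitation, 530 nm emission · Measure – percent IMP-1 inhibition derived from blank-referenced optical density · Controls – Enzyme-plus-DMSO low control, enzyme-free DMSO high control · Replication – singlicate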
# MEKK2 mut-MEK5 = MEK5 binding signal on mutant MEKK2 PB1, primary screen, biochemical, multiplex bead flow cytometry, Alexa488-MEK5 | Alexa488-MEK5 binding to MEKK2 mutant | percent response, % at 10 µM | actives 0.35% (n = 290,000); in the data active = percent response above about 24%, passing the limit was not always enough; note: inactives centre near 1; some results filed as inactive read as strong as hits
# HCV NS3 hel inh = inhibitors of HCV NS3 helicase, primary screen, biochemical, Cy5 molecular beacon fluorescence. Hepatitis C virus NS3 helicase. NS3 helicase DNA unwinding. inhibition, % at 10.9 µM. actives 0.56% (n = 290,000). AID 1800, 2009;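 active = inhibition above the mean of all tested compounds plus 3 SD, set per campaign, cut at about 35% in these data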;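 note: 0% = DMSO wells and 100% = thioflavine S control wells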
#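 Assay system: hepatitis C virus NS3 helicase domain fragment enzyme. Also added: annealed dual-labelled DNA beacon duplex, ATP-started. Timing: 1 h reaction at 25 °C, ATP-initiated. Technique: Cy5 fluorescence at 0 and 60 min, beacon hairpin quenching. Evaluation: % inhibition of unwinding. Replication: one well per compound.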
# SUMO HTRF inh = inhibitors of in vitro SUMOylation cascade, primary screen, biochemical, HTRF, uHTS. inhibition, % at 35 µM. HTRF SUMOylation assay, SAE1/SAE2 + UBC9. actives 0.36% (n = 290,000). SUMO-conjugating enzyme UBC9 (Homo sapiens), P63279; in the data active = inhibition above about 50%, passing the limit was not always enough; note: strong numbers were not always called active
# Target sequence (P63279 whole entry, looked up): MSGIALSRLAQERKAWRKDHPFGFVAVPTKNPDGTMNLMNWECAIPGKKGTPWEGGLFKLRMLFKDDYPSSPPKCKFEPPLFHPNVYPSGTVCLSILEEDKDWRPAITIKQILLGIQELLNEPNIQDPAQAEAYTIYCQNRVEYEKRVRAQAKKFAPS
# Active calls of the source: *; x = not tested or not shown.
Compound | DNA FID counter | MEKK2 WT-MEK5 | PfM18AAP inh | VIM-2 inh | NALP1 inh | IMP-1 inh | MEKK2 mut-MEK5 | HCV NS3 hel inh | SUMO HTRF inh
O=[N+]([O-])c1ccc(O)c(Nc2c([N+](=O)[O-])ccc3nonc23)c1 | 6 | 104 | 11 | -4.3 | 4 | -4.7 | 3 | 26 | -15
Cc1cc(NC(=O)COn2nnc3ccc(S(C)(=O)=O)cc32)ccc1Br | -8 | 87 | -7 | -3.1 | x | -3.6 | -17 | -9 | 5
COc1cc(/C=C/C(=O)c2cccc([N+](=O)[O-])c2)cc(OC)c1OC | 3 | 99 | 8 | -1.7 | 34 | -2.6 | 2 | -5 | -16
COc1ccc(CN2C(=O)CN=C2Nc2cccc(C)c2C)cc1 | -11 | x | 1 | -2.8 | 8 | -0.7 | x | 0 | 2
COc1ccc(S(=O)(=O)N2CCC(C(=O)NCCCc3ccccc3)CC2)cc1 | -56 | 101 | 3 | 1.0 | 20 | -1.2 | -1 | 1 | x
COc1ccccc1C(=O)NNC(=O)c1ccc(C)cc1 | -6 | 109 | -5 | -2.7 | 11 | -5.3 | 16 | 9 | 13
CC(C)c1nc(SCC(=O)Nc2nc3c(s2)CCCC3)c2ccccc2n1 | -14 | x | -6 | -0.9 | 26 | -1.8 | x | -35 | -4
CCn1c(=O)n(CC)c2cc(N3CCCC3)c(NC(=O)c3cccc(Cl)c3)cc21 | -2 | 103 | 32* | 3.5 | 5 | -2.6 | 5 | -1 | 14
C=CCOc1ccc(CNCc2cccnc2)cc1OCC | 8 | 113 | -14 | -0.4 | 26 | -2.1 | 2 | -2 | 6
Cc1ccccc1-c1nc(CS(=O)(=O)CC(=O)Nc2cc(F)ccc2F)c(C)o1 | -13 | 102 | -1 | 1.7 | 12 | -1.1 | -1 | -7 | -2
O=C(CNc1ccccc1)N/N=C/c1ccc2c(c1)OCCO2 | -8 | 104 | -11 | -0.1 | 31 | -4.3 | 1 | -9 | -9
Cc1c(Cl)cccc1NC(=O)c1cc(C2CC2)on1 | -2 | 106 | -11 | -0.9 | 2 | -1.1 | 6 | -6 | 16
COCCn1c(SCC(=O)NCc2ccco2)nnc1-c1c[nH]c2ccccc12 | -8 | 117 | -3 | 1.5 | 25 | -3.4 | 13 | 1 | -3
COc1ccc2c(c1)nc(SCC(C)O)n2C (stereo not drawn) | 4 | 108 | -1 | -1.1 | -8 | -2.8 | 4 | 9 | 9
COc1ccc(C(=O)Nc2ccc(Cl)c(S(=O)(=O)Nc3ccccc3OC)c2)cc1 | 5 | 103 | 4 | 1.6 | 29 | -0.6 | -6 | -15 | -7
Cc1ccc(NCCC(=O)c2cccs2)cc1Cl | -3 | 89 | -8 | 0.7 | 28 | -3.4 | -4 | -2 | 14

# The list goes on; the last 3 above are carried over.
Compound | DNA FID counter | MEKK2 WT-MEK5 | PfM18AAP inh | VIM-2 inh | NALP1 inh | IMP-1 inh | MEKK2 mut-MEK5 | HCV NS3 hel inh | SUMO HTRF inh
COc1ccc2c(c1)nc(SCC(C)O)n2C (stereo not drawn) | 4 | 108 | -1 | -1.1 | -8 | -2.8 | 4 | 9 | 9
COc1ccc(C(=O)Nc2ccc(Cl)c(S(=O)(=O)Nc3ccccc3OC)c2)cc1 | 5 | 103 | 4 | 1.6 | 29 | -0.6 | -6 | -15 | -7
Cc1ccc(NCCC(=O)c2cccs2)cc1Cl | -3 | 89 | -8 | 0.7 | 28 | -3.4 | -4 | -2 | 14
COc1ccc2c(C)cc3nnnn3c2c1 | -4 | 107 | -1 | 6.4 | 25 | -0.6 | 6 | -3 | 2
CCOc1ccccc1N1CCN(CC(O)COCc2cccs2)CC1 (stereo not drawn) | -2 | 101 | -3 | -4.0 | -6 | -5.2 | 2 | 1 | 3
CCOc1ccccc1NC(=O)C1CCCN(S(=O)(=O)c2ccccc2)C1 (stereo not drawn) | -40 | 97 | -1 | 2.4 | 20 | 0.3 | -5 | 10 | 4
O/N=C1\CCCc2ccc(Cl)cc21 | 0 | 97 | 1 | -3.3 | 27 | -0.7 | -2 | -1 | 20
O=C(COC(=O)/C=C/c1ccc2c(c1)OCO2)Nc1ccc(S(=O)(=O)N2CCCC2)cc1 | -12 | 98 | 8 | -1.2 | 25 | -2.2 | -1 | -8 | 16
NC(=O)CSc1nnc2ccc(-c3ccc(Cl)cc3)nn12 | -3 | 76 | -3 | 1.4 | -20 | 0.1 | -20 | -1 | 35
CC(=O)c1ccc(N=Cc2c(O)n(-c3cc(Cl)ccc3N3CCOCC3)c(=O)c3ccccc23)cc1 | -4 | 96 | -1 | -3.5 | 17 | -2.9 | -1 | -2 | -4
CCCCN(CCCC)c1nc(OC)nc(-n2nnc(C(C)=O)c2C)n1 | -24 | 97 | 3 | -4.0 | -3 | -1.4 | 6 | -5 | -9

# More structures.
# The line under a structure holds: DNA FID counter	MEKK2 WT-MEK5	PfM18AAP inh	VIM-2 inh	NALP1 inh	IMP-1 inh	MEKK2 mut-MEK5	HCV NS3 hel inh	SUMO HTRF inh
> Cc1cc([N+](=O)[O-])nn1CC(=O)N(C)C1CCCCC1
    1	97	-1	-0.6	3	-0.1	-2	15	-6
> CN(C)C(CNC(=O)c1coc2ccccc2c1=O)c1ccccc1 (stereo not drawn)
    -4	92	17	0.3	12	1.0	-4	20	-16
> CCCN(CC(=O)Nc1cccc(S(N)(=O)=O)c1)CC(=O)Nc1ccc(F)c(F)c1F
    -14	100	-6	-2.6	-3	-4.1	-9	2	3
> CN(C)c1nc(N(C)C)n(C(=O)c2ccc(F)cc2)n1
    -3	99	-12	-0.5	-3	-3.3	-3	-5	-1
> COc1ccc(/C(O)=C2/C(=O)C(=O)N(Cc3cccnc3)C2c2ccncc2)cc1F (stereo not drawn)
    2	102	-12	3.9	5	-1.1	3	1	-6
> O=C1CSc2ccc(S(=O)(=O)CCC(=O)NC3CCCCC3)cc2N1
    -12	98	2	-0.8	18	-1.4	0	4	1
> Cc1ccc(S(=O)(=O)N(C)C)cc1NC(=O)c1cncc(Br)c1
    -3	103	7	-2.8	14	-4.0	3	-6	-5
> Cn1c(NCc2cccs2)nc2ccccc21
    1	111	0	-3.1	3	-3.4	4	0	-6
> COCCNC(=O)c1cc(Sc2nnc(C)s2)nc2ccccc12
    -10	97	-11	-0.2	x	-2.1	-2	7	30
> CCc1cc2ccc(C)cc2nc1SCC(=O)Nc1c[nH]c(=O)[nH]c1=O
    0	92	-3	-0.5	-14	-1.8	-6	2	35
> COc1cccc(Nc2nc3ccccc3n2C(C)C)c1
    -5	98	2	-6.2	12	-2.4	2	-7	12
> O=C(c1ccccc1)N(Cc1ccccc1)Cc1ccccc1
    -30	107	-3	-0.9	0	-1.5	4	-7	-3
> O=C(COc1cc2oc(=O)cc(-c3ccccc3)c2cc1Cl)NCc1ccccn1
    -43	94	3	-0.1	17	-4.2	-1	-4	-4
> CC1CCCN(c2ccc(/C=C(\C#N)c3nn(-c4ccccc4)c(N)c3C#N)cc2[N+](=O)[O-])C1 (stereo not drawn)
    3	99	2	-2.5	-5	-3.7	0	4	15
> O=C1c2ccccc2NC(c2cccc([N+](=O)[O-])c2)N1CCc1ccccc1 (stereo not drawn)
    -6	99	2	-1.5	4	-0.7	-1	-2	19
> Cc1c(NC(=O)/C(C#N)=C\c2cccs2)c(=O)n(-c2ccccc2)n1C
    0	113	2	-2.7	3	-4.5	12	8	-4
> O=C(COC(=O)C1(c2ccc(Cl)cc2)CCCC1)N1CCc2ccccc21
    -4	99	0	-1.9	24	-3.1	8	5	-20
> Cc1ccc(-c2ccc(/C=N/n3cnnc3)o2)cc1
    -3	108	25	-1.1	39*	-2.3	1	-1	18
> CN(Cc1nc2ccccc2[nH]1)C(=O)C1CCC(=O)N(C2CCCC2)C1 (stereo not drawn)
    -14	100	6	-1.9	-4	-4.2	5	2	3
> O=C(CSc1nc(NS(=O)(=O)c2ccccc2)cc(=O)[nH]1)Nc1ccc(F)cc1
    3	117	4	-3.3	14	-3.5	5	-3	2
> Cc1ccc(C(=O)OCC(=O)c2c(N)n(C)c(=O)n(C)c2=O)cc1S(=O)(=O)N1CCCCC1
    -9	94	2	-3.9	37	-3.6	-2	-1	-7
> O=C(Cn1cnc2cc([N+](=O)[O-])ccc2c1=O)NCc1ccc(Cl)cc1
    13	101	-7	0.3	0	-1.9	-1	3	8
> O=C(O)CSc1nnc(NC(=O)CN2CCOCC2)s1
    -2	101	4	-3.1	3	-2.8	0	6	3
> COc1ccc(-c2noc(CN(C(=O)c3ccoc3C)C(C)C)n2)cc1
    -31	101	-8	-0.1	22	-1.5	1	-5	1
> CCCNc1nc(C)cc(-c2cc(C(=O)NC3CCCC3)on2)n1
    x	104	x	x	3	x	0	x	6
> CNC(=O)c1cc2c(ccc3ccccc32)oc1=N
    -4	97	-1	0.2	7	-0.7	-6	20	38
> CCN(CC)c1ccc(/C=N/Nc2cccc(C)c2)c(O)c1
    -4	109	8	-1.5	33	-0.5	5	8	12
> Cc1ccc(S(=O)(=O)NC2CCCC(C(=O)O)C2)cc1 (stereo not drawn)
    -1	96	-9	-2.2	12	-0.2	-2	-2	-7
> CCCCCC1=CCC/C1=N\NC(=O)c1ccc2c(c1)OCO2
    -11	95	0	-7.7	11	-4.0	0	-14	5
> O=C(CSc1nncn1-c1cccnc1)Nc1ccccc1[N+](=O)[O-]
    -6	95	-9	1.4	6	-0.3	-1	-4	8
> COc1ccc(N(C(=O)c2ccco2)C(C(=O)NC2CCCC2)c2ccc(C)cc2)c(OC)c1 (stereo not drawn)
    -45	99	6	-4.9	-25	-2.9	7	-15	14
> COc1ccccc1CNCC(O)(c1ccc(Cl)cc1)c1ccc(Cl)cc1
    7	163*	-1	-3.7	24	-0.9	21	-89	1

# Retrieved one by one from the list above (2):
# The line under a structure holds: DNA FID counter	MEKK2 WT-MEK5	PfM18AAP inh	VIM-2 inh	NALP1 inh	IMP-1 inh	MEKK2 mut-MEK5	HCV NS3 hel inh	SUMO HTRF inh
> CCCNc1nc(C)cc(-c2cc(C(=O)NC3CCCC3)on2)n1
    x	104	x	x	3	x	0	x	6
> O=C(Cn1cnc2cc([N+](=O)[O-])ccc2c1=O)NCc1ccc(Cl)cc1
    13	101	-7	0.3	0	-1.9	-1	3	8

# Bioassay records deposited in PubChem BioAssay by several laboratories.
